# TAG inh = reduces triacylglycerol accumulation in H9c2 cells. 0.66% of 230,000 active. inhibition, % at 12.5 µM. Nile Red lipid (TAG) fluorescence; cells loaded with 200 µM oleic acid;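 active means pattern-corrected inhibition of lipid staining of at least 50% with the nuclear-stain viability signal not falling by more than 50%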;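 further: 0% = DMSO wells and 100% = triacsin C control wells; some results filed as inactive read as strong as hits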
# TAG inh DAPI viability = further read-out of TAG inh, marked with its call; DAPI nuclei signal change (viability), lower = more cytotoxic, %;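 whole-well DAPI fluorescence read on a plate reader as a viability signal; minus 50 percent equals half of cells still viable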
# * marks the source's active call; other numbers are inactive results. Only part of the results is shown. The share of hits here may be higher or lower than overall.
1) CNC(=O)CS(=O)CC(=O)Nc1cc(OC(C)C)c(Cl)cc1Cl (stereo not given)
2) COc1ccccc1C(=O)COC(=O)c1cc(=O)[nH]c2ccccc12
3) Cc1ccc(S(=O)(=O)N2CCN(C(=O)COc3ccc(C)nc3[N+](=O)[O-])CC2)c(C)c1
4) CN(C)S(=O)(=O)c1ccc(S(=O)(=O)NCc2ccc3c(c2)OCO3)cc1
5) COc1ccc(-n2c(SCC(N)=O)nc3nc4c(cc3c2=O)COC(C)(C)C4)cc1
6) Cc1cc(NC(=O)CSc2cn(CCNC(=O)c3ccccc3)c3ccccc23)no1
7) O=C(N/N=C/c1cc([N+](=O)[O-])cc(Br)c1O)C12CC3CCC(CC(C3)C1)C2
8) CCN(C[C@H]1N[C@@](Cc2ccccc2)(C(=O)OC)[C@H]2C(=O)N(Cc3ccccc3)C(=O)[C@@H]12)C(=O)c1ccc(C)cc1

assay / compound | 1 | 2 | 3 | 4 | 5 | 6 | 7 | 8
TAG inh | 0 | -6 | 4 | 8 | 18 | 8 | -1 | 5
TAG inh DAPI viability | -1 | 6 | -10 | -8 | -7 | -4 | 0 | -4

9) O[C@@H]1C[C@H](c2ccccc2)N(CC2CCCCC2)C[C@H]1n1cc(C2CC2)nn1
10) Cc1cnc(NC(=O)c2ccco2)s1
11) Cc1ccc(OCC(=O)N2CCC(N3CCCCCC3)CC2)cc1
12) CCN(CCn1cccn1)C(=O)CC1C(=O)NCCN1CC1CCCCC1 (stereo not given)
13) CC(C)c1ccc(-c2nc(N3CCCCC3)[nH]c(=O)c2C#N)cc1
14) CC(=O)c1ccc(S(=O)(=O)N2Cc3ccccc3CC2C(=O)O)cc1 (stereo not given)
15) COc1cc(C2Sc3ccccc3NC3=C2C(=O)OC3)cc(OC)c1OC (stereo not given)
16) N#C/C(=C1\CCCN1)c1ccc2ccccc2n1

assay / compound | 9 | 10 | 11 | 12 | 13 | 14 | 15 | 16
TAG inh | 1 | -10 | -37 | 3 | 22 | -6 | 3 | 5
TAG inh DAPI viability | 1 | 2 | 40 | 6 | -5 | 2 | -7 | 4

17) CC(=O)NS(=O)(=O)c1ccc(NC(=O)c2cccc(S(=O)(=O)N3CCc4ccccc43)c2)cc1
18) Cc1ccccc1NC(=O)COC(=O)c1c(C)nn(-c2ccccc2)c1C
19) N#CCCN(C(=O)COC(=O)c1cc(=O)[nH]c2ccccc12)c1ccccc1
20) CCCn1c2ccccc2c2nnc(SCC(=O)Nc3cc(C)on3)nc21
21) C#CCOCCOCCOCCNc1nc(N2CCOCC2)nc(N2CCN(C(=O)CCCCCCCCCCNC(=O)Cn3cc(CCCCCN)nn3)CC2)n1
22) Cn1c(NC(=O)c2ccccc2F)cc(=O)n(C)c1=O
23) CCOC(=O)C(Cc1ccccc1)C(=O)Nc1nccs1 (stereo not given)
24) O=C(Nn1cc(C(=O)N2CCN(c3ccccc3F)CC2)c2ccccc2c1=O)c1cnccn1

assay / compound | 17 | 18 | 19 | 20 | 21 | 22 | 23 | 24
TAG inh | -16 | 6 | -5 | 3 | 4 | -28 | 5 | 10
TAG inh DAPI viability | -1 | 3 | 7 | 9 | -3 | 3 | -3 | -4

25) COc1ccc(-c2cc3cc(-c4cc(OC)c(OC)c(OC)c4)ccc3o2)cc1
26) CCCNC(=S)N1CCC(NC(=O)Nc2ccc(C)cc2)CC1
27) CN(C)C=NC1=NN(c2cccc(C(F)(F)F)c2)CC1
28) Cc1nnc(SCc2c(Cl)cccc2[N+](=O)[O-])s1
29) COCCN1C[C@@H](CO)O[C@@H](n2cnc3c(N4CCN(c5ccccc5)CC4)ncnc32)C1
30) CCCCCSc1nnc2c(n1)OC(C)N(C(C)=O)c1ccccc1-2 (stereo not given)
31) Cc1cc(C)nc(CCNC(=O)c2cc(COc3ccccc3)on2)n1
32) O=C(NCc1ccccn1)Nc1ccc(Br)cc1Cl

assay / compound | 25 | 26 | 27 | 28 | 29 | 30 | 31 | 32
TAG inh | -28 | -4 | 2 | 23 | 10 | 7 | 4 | -10
TAG inh DAPI viability | 8 | 5 | -1 | -17 | 8 | -2 | 2 | 4

33) O=C(Nc1cc(C(F)(F)F)ccc1N1CCCC1)c1cccnc1
34) COCCn1c(SCC(=O)NC(=O)NCc2ccccc2)nc2ccccc2c1=O
35) Cc1nc(C)n(CC(O)COc2ccc3ccccc3c2)n1 (stereo not given)
36) COc1ccc(/C=C(\C#N)C(=O)Nc2ccc3[nH]c(=O)[nH]c3c2)cc1
37) C/C(=N\NC(=O)c1cccc2ccccc12)c1cccs1
38) O=C(Cn1c2c(c(=O)n3ncnc13)CCC2)N/N=C/c1ccc(Cl)cc1
39) Cc1ccc(CN2CCN(/N=C/c3cccnc3)CC2)c(C)c1
40) O=C(NCc1ccco1)C1CC(c2cccc([N+](=O)[O-])c2)=NO1 (stereo not given)

assay / compound | 33 | 34 | 35 | 36 | 37 | 38 | 39 | 40
TAG inh | 21 | -7 | -9 | 14 | -18 | -1 | 8 | 30
TAG inh DAPI viability | -7 | -7 | 15 | -8 | -1 | -3 | -1 | 3

# Excerpt: entries 22–38
22) Cn1c(NC(=O)c2ccccc2F)cc(=O)n(C)c1=O
23) CCOC(=O)C(Cc1ccccc1)C(=O)Nc1nccs1 (stereo not given)
24) O=C(Nn1cc(C(=O)N2CCN(c3ccccc3F)CC2)c2ccccc2c1=O)c1cnccn1
25) COc1ccc(-c2cc3cc(-c4cc(OC)c(OC)c(OC)c4)ccc3o2)cc1
26) CCCNC(=S)N1CCC(NC(=O)Nc2ccc(C)cc2)CC1
27) CN(C)C=NC1=NN(c2cccc(C(F)(F)F)c2)CC1
28) Cc1nnc(SCc2c(Cl)cccc2[N+](=O)[O-])s1
29) COCCN1C[C@@H](CO)O[C@@H](n2cnc3c(N4CCN(c5ccccc5)CC4)ncnc32)C1
30) CCCCCSc1nnc2c(n1)OC(C)N(C(C)=O)c1ccccc1-2 (stereo not given)
31) Cc1cc(C)nc(CCNC(=O)c2cc(COc3ccccc3)on2)n1

assay / compound | 22 | 23 | 24 | 25 | 26 | 27 | 28 | 29 | 30 | 31
TAG inh | -28 | 5 | 10 | -28 | -4 | 2 | 23 | 10 | 7 | 4
TAG inh DAPI viability | 3 | -3 | -4 | 8 | 5 | -1 | -17 | 8 | -2 | 2

32) O=C(NCc1ccccn1)Nc1ccc(Br)cc1Cl
33) O=C(Nc1cc(C(F)(F)F)ccc1N1CCCC1)c1cccnc1
34) COCCn1c(SCC(=O)NC(=O)NCc2ccccc2)nc2ccccc2c1=O
35) Cc1nc(C)n(CC(O)COc2ccc3ccccc3c2)n1 (stereo not given)
36) COc1ccc(/C=C(\C#N)C(=O)Nc2ccc3[nH]c(=O)[nH]c3c2)cc1
37) C/C(=N\NC(=O)c1cccc2ccccc12)c1cccs1
38) O=C(Cn1c2c(c(=O)n3ncnc13)CCC2)N/N=C/c1ccc(Cl)cc1

assay / compound | 32 | 33 | 34 | 35 | 36 | 37 | 38
TAG inh | -10 | 21 | -7 | -9 | 14 | -18 | -1
TAG inh DAPI viability | 4 | -7 | -7 | 15 | -8 | -1 | -3

# Additional entries
41) CN(C)CCCNC(=S)N(CCCN(C)C)Cc1cc2cc3c(cc2[nH]c1=O)OCO3
42) O=C(CN1CCN(S(=O)(=O)c2ccc(F)cc2)CC1)Nc1ccccc1C(=O)NC1CC1
43) O=C1c2ccccc2C(=O)N1Cc1nn2c(-c3ccc(Cl)cc3)nnc2s1
44) Cc1ccc(C)c(OCCC(=O)OCC(=O)N2CCN(S(=O)(=O)c3ccc(Cl)cc3)CC2)c1
45) O=C(Nc1ccccc1)NC1CCS(=O)(=O)C1 (stereo not given)
46) CCOC(=O)c1sc(NC(=O)c2cc(-c3cccc(O)c3)on2)c(C(=O)OCC)c1C
47) CC(C)S(=O)(=O)c1csc(NC(=O)Nc2cccc([N+](=O)[O-])c2)c1Cl
48) CC(C)(C)C(=O)CSc1nnc(Nc2ccccc2)s1

assay / compound | 41 | 42 | 43 | 44 | 45 | 46 | 47 | 48
TAG inh | 3 | 1 | 7 | -2 | 6 | 20 | -13 | -2
TAG inh DAPI viability | 4 | 1 | -30 | -4 | -11 | 9 | 1 | -2

49) O=C(CSc1cccc[n+]1[O-])c1ccc(Cl)cc1
50) COC(=O)CNC(c1ccccc1)c1cc(Br)ccc1N (stereo not given)
51) O=[N+]([O-])c1ccc2nc(SCc3cn4cccnc4n3)[nH]c2c1
52) O=C(O)CCNS(=O)(=O)c1ccc2c(c1)CCCC2
53) CSc1sc(C(=O)OC(C)C)c2c1C(=O)CC(C)(C)C2
54) CCn1c(C(=O)N2CCc3ccccc3C2)cc2oc3ccccc3c21
55) COC(=O)C1=C(C)N(C)C(=S)NC1c1ccc(Cl)cc1 (stereo not given)
56) Cc1ccc(NC(=O)Cc2ccc3c(c2)OCCO3)cc1S(=O)(=O)N1CCCCC1

assay / compound | 49 | 50 | 51 | 52 | 53 | 54 | 55 | 56
TAG inh | -3 | -13 | 16 | 0 | -2 | -20 | -11 | -1
TAG inh DAPI viability | 10 | 4 | -14 | 18 | -3 | 3 | -7 | -8

57) O=C(Nc1cc2c(oc1=O)CCCC2=O)c1ccccc1
58) COc1ccc(NC(=O)CN(C)C(=O)C(Sc2ccccc2)c2ccccc2)cc1 (stereo not given)
59) CC(=O)CSc1nc2ccccc2s1
60) Cc1cccc(OCC(=O)N(Cc2cccs2)C2CCS(=O)(=O)C2)c1 (stereo not given)
61) COc1cc(C(=O)NCCc2ccc3c(c2)OCO3)cc(OC)c1OC
62) O=C1C(=O)N(CC2CCCO2)C(c2ccco2)/C1=C(/O)c1ccc(F)cc1 (stereo not given)
63) COc1ccccc1NC(=O)CSc1ccc(-c2ccc(-n3cccn3)cc2)nn1
64) COC(=O)[C@H](CC(C)C)NC(=O)Cn1cnc2c(NCc3ccccc3)ncnc21

assay / compound | 57 | 58 | 59 | 60 | 61 | 62 | 63 | 64
TAG inh | 13 | 3 | -6 | -6 | -12 | -1 | 21 | 3
TAG inh DAPI viability | -4 | 0 | 7 | -2 | 3 | 7 | -4 | 6

65) CC(NC(=O)Cc1ccc([N+](=O)[O-])cc1)c1ccc2c(c1)OCO2 (stereo not given)
66) Cc1ccc2c(Cl)c(C(=O)NC3CC3)sc2c1
67) CCc1ccc(CN(C)Cc2nc(-c3cccc(Cl)c3)no2)nc1
68) Cc1c(Cl)cccc1NC(=O)c1cc(S(=O)(=O)N2CCOCC2)cn1C
69) CC(=O)c1cccc(NC(=O)N2CCCC2C(=O)Nc2cccc(C)c2C)c1 (stereo not given)
70) CCOC(=O)Cc1ccc(NC(=O)c2ccc(C(C)(C)C)cc2)cc1
71) O=C(Cc1cccs1)N(Cc1cccs1)C1(C(=O)NC2CCCC2)CCCCC1
72) Cc1ccc(N2C(=O)C3N=NN(CC(=O)N4N=C(c5ccccc5)CC4c4ccccc4)C3C2=O)cc1 (stereo not given)

assay / compound | 65 | 66 | 67 | 68 | 69 | 70 | 71 | 72
TAG inh | -6 | -1 | 0 | 9 | -13 | 49 | 19 | -4
TAG inh DAPI viability | 8 | 2 | 0 | 7 | 3 | -9 | -6 | 16

73) CC(C)(C)[C@H]1CCC(=O)N([C@H](CC#N)Cc2ccccc2)CC1
74) Cc1sc2nc(CSC(C)C(=O)N3CCOCC3)[nH]c(=O)c2c1C (stereo not given)
75) COc1ccc(CCC(=O)c2ccc(OC)cc2)cc1
76) O=C(Nc1ccccc1C(=O)O)c1ccc(NC(=O)C2CC2)cc1
77) COc1ccc2c(c1)CCc1sc(NC(=O)c3ccc(C)cc3)nc1-2
78) CCOC(=O)C1CCCN(Cc2ccc(OCc3ccccc3)c(OC)c2)C1 (stereo not given)
79) C=C(C)Cn1c(N2CCCC2)nc2c1c(=O)[nH]c(=O)n2C
80) O=C(COC(=O)c1ccccc1O)NCCCc1ccccc1

assay / compound | 73 | 74 | 75 | 76 | 77 | 78 | 79 | 80
TAG inh | 7 | -2 | 8 | 14 | -10 | -9 | -14 | 12
TAG inh DAPI viability | 0 | 4 | -13 | -7 | -7 | 20 | 0 | 3

81) CC(=O)Nc1ccc(C(=O)NCC(c2ccco2)N(C)C)cc1 (stereo not given)
82) CC(=O)Nc1cc(C(=O)N2CCCC2)ccc1S(=O)(=O)c1ccc(C)cc1
83) CSc1nc(C)c(C(=O)C[n+]2ccccc2C)cc1C#N
84) Cc1cccc(C)c1C(O)c1ncc(-c2ccc(Cl)cc2)[nH]1 (stereo not given)
85) COc1ccc(CNC(=O)CSc2nc3c(oc4ccccc43)c(=O)n2CC2CCCO2)cc1 (stereo not given)
86) C=C[C@@H]1c2cccc(C)c2N(S(=O)(=O)c2ccc(C)cc2)[C@H](c2ccccc2)C1(C#N)S(=O)(=O)c1ccccc1 (stereo not given in full)
87) Cc1ccc(S(=O)(=O)n2c(C)nc3cc(C)ccc32)cc1
88) CCOc1ccc(NC(=O)CN(C)C(=O)CSc2ccccc2)cc1OCC

assay / compound | 81 | 82 | 83 | 84 | 85 | 86 | 87 | 88
TAG inh | 1 | 0 | 1 | -29 | 17 | 18 | 7 | -18
TAG inh DAPI viability | -6 | 1 | -6 | -2 | -4 | 5 | 2 | -7

89) O=C(CCCn1c(=O)[nH]c2ccsc2c1=O)N1CCCCC1
90) CCOC(=O)C1(Cc2ccccc2)CCCN(Cc2ccc(OCC)c(CO)c2)C1 (stereo not given)
91) Cc1ccc(CNC(=O)CSc2nc(N3CCCCC3)nc(N3CCCCC3)n2)cc1
92) CN(c1ccccc1)c1ncccn1
93) Cc1ccc(S(=O)(=O)N2CCC(C(=O)OC(C)C(=O)NC3CCCCC3C)CC2)cc1 (stereo not given)
94) Cc1cc(C)n2nc(-c3cccnc3)nc2n1
95) CC(NC(=O)NC1CCCCC1)C(c1cccs1)N1CCN(c2ccccc2)CC1 (stereo not given)
96) O=C(CSCc1ccccc1Cl)NN=C1CCCCCC1

assay / compound | 89 | 90 | 91 | 92 | 93 | 94 | 95 | 96
TAG inh | 14 | -11 | 16 | -8 | -19 | 16 | -8 | 8
TAG inh DAPI viability | -15 | 5 | -4 | -1 | -3 | -11 | -5 | -4

# Screening data: PubChem, Sanford-Burnham Center for Chemical Genomics
